# TRHR enhancer: allosteric enhancers of human TRH receptor. AID 493056. enhancement, % at 2 µM. TRHR cells, fluo-8 calcium fluorescence, EC20 TRH enhancement. 360,000 compounds, 0.66% hits. P34981; in the data active = enhancement above about 30%; note: 0% is about no effect
# Target sequence (P34981 whole entry, looked up): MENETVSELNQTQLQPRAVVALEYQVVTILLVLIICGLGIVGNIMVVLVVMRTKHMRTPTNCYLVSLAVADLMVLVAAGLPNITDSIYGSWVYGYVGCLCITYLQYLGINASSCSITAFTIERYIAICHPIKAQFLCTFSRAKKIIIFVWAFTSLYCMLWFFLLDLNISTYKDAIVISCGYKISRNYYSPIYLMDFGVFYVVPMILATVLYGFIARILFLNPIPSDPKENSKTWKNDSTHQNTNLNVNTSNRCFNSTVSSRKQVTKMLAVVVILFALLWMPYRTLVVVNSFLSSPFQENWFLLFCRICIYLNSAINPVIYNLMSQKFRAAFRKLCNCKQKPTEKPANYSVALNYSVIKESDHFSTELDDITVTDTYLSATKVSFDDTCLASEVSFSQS
#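 Enhancer read-out: after compound pinning and an initial kinetic agonist-mode read, an EC20 of TRH (10 nM final) was injected and fluo-8 calcium signal (Ex 480/Em 530) followed at 1 s/cycle for 100 cycles in TRHR-expressing cells.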
# D2 PAM: positive allosteric modulators of human D2 dopamine receptor | P14416 | HEK293 T-REx D2, calcium flux, EC20 dopamine potentiation | potentiation, % at 10 µM | 340,000 compounds, 0.34% hits | AID 485347;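 active = potentiation over 3 SD above the plate norm, cut at about 30% in these data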; note: 0% is about no effect
# Target sequence (P14416 whole entry, looked up): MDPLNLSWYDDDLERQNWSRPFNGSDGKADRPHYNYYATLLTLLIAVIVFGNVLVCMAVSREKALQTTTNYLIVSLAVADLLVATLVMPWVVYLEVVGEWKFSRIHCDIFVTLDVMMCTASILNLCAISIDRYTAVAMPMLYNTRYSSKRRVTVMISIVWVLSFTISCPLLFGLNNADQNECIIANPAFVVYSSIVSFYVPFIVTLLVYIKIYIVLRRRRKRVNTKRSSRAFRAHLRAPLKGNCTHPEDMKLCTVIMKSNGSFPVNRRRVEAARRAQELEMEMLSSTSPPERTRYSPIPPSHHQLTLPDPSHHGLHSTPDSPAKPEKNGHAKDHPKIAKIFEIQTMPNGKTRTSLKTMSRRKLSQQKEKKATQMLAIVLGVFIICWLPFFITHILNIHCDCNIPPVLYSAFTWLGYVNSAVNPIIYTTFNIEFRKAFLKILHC
#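 Calcium flux readout, no-wash dye, 1 read/s. Inducible HEK293 Trex D2 line, overnight 30 C. Compound alone 180 s (agonist flags), then EC20 dopamine, another 180 s to score potentiation.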
# D1 PAM: enhances dopamine response at the human D1 receptor | HEK293 TREx D1 cells, calcium flux, dopamine EC20 potentiation | potentiation, % at 10 µM | 360,000 compounds, 0.036% hits; in the data active = potentiation above about 30%; note: 0% is about no effect
# RXFP1 ag: agonists of human relaxin receptor RXFP1; Q9HBX9; HEK293T-RXFP1 cAMP TR-FRET, 30 min; response scale: percent of porcine relaxin response, buffer zero; Potency, µM (top dose mostly 57.5 µM), inactives show top-dose activation, actives largely listed as activators; 370,000 compounds, 0.3% hits; AID 2676; note: potency is the fitted concentration of half-maximal effect; % is set by controls: 0 for no effect and ±100 for the full control effect; nearly all actives have a fitted effect of over 60% in size; many of its hits are not listed in these tables
#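 cAMP rise read by TR-FRET after 30 min, 37C compound exposure (up to 58 uM) in RXFP1-transfected HEK293 cells with Ro 20174 present. EC50 from Hill-equation fits, with 29 nM porcine relaxin as 100% and buffer as basal.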
# D1 antag: antagonists of human D1 dopamine receptor; HEK293 TREx D1 cells, calcium flux, dopamine EC80; active compounds read low; activity change, negative = inhibition, % at 10 µM; 360,000 compounds, 3.2% hits; AID 504652; in the data active = activity change below about -30%; note: % is set by controls: 0 for no effect and ±100 for the full control effect
#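 Antagonism measured as reduced calcium response to an EC80 dopamine addition following 180 s compound pre-read; cells were inducible HEK293 Trex D1 plated overnight at 30 C, read kinetically at 1 cycle/sec.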
# D1 agonist: activates the human D1 dopamine receptor. AID 504660. 360,000 compounds, 1% hits. P21728. HEK293 T-REx D1 cells, calcium flux, agonist mode. activation, % at 2 µM; in the data active = activation above about 30%; note: 0% is about no effect
#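 Inducible HEK293 T-REx D1 cells, force-coupled to calcium signalling, were plated at 4000 cells/well with tetracycline and held overnight at 30 C. After no-wash calcium dye loading, compound-evoked calcium rise over 180 s flagged agonists.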
# Apoferritin bind: candidate novel general anesthetic via apoferritin binding | 350,000 compounds, 0.074% hits | apoferritin/1-aminoanthracene competitive binding, fluorescence | Potency, µM (top dose mostly 77.5 µM), without a hit: at the top dose activity change, negative = displacement, usual class: inhibitors; note: potency is the fitted concentration of half-maximal effect; % is set by controls: 0 for no effect and ±100 for the full control effect; nearly all actives have a fitted effect of over 20% in size
# Target sequence (P02791 2-175 limits assumed): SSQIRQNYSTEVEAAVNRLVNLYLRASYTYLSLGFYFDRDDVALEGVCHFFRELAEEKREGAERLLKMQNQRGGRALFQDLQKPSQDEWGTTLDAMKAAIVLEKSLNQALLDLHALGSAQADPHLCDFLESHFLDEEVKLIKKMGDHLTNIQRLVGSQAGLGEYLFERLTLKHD
#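 In PBS, apoferritin at 10 uM is loaded with 1-AMA from a 50% saturated solution. After 10 min of compound exposure at ambient temperature, reduced 535 nm fluorescence indicates probe displacement.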
# TRHR agonist: activates the human TRH receptor. 360,000 compounds, 0.18% hits. TRHR cells, calcium flux fluo-8, FDSS agonist mode. AID 493084. activation, % at 2 µM; in the data active = activation above about 30%; note: 0% is about no effect
#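 In this calcium-flux screen, cells bearing human TRHR are dye-loaded with fluo-8, baselined for 10 cycles, then exposed to library compounds; positive kinetic calcium responses during the agonist phase mark hits, with TRH as control.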
# RXFP1 antag: antagonists of human relaxin receptor RXFP1. Q9HBX9. HEK293-RXFP1, relaxin-stimulated cAMP HTRF, 30 min; active compounds read low. activity change, negative = inhibition, % at 57.5 µM. 350,000 compounds, 0.59% hits. AID 1259400;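 active = activity change of -60% or lower, but not beyond a set lower limit; inconclusive = change between -60% and -40%, or beyond the set limit; inactive = change above -40%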; note: % is set by controls: 0 for no effect and ±100 for the full control effect
# * marks the source's active call; other numbers are inactive results; ? = inconclusive; · = no result given; & = joins results of further samples; ! = not active in a repeat; [ ] = dose if it differs, or a comment. Unless noted, calls come from the whole dose curve; as a rule, active = well fitted curve in the direction sought with a large enough effect; inconclusive = small, poorly fitted or top-dose-only effect, or another doubt; inactive = no such curve, though single readings can be large; an effect the other way counts as inactive or inconclusive.
SMILES,TRHR enhancer,D2 PAM,D1 PAM,RXFP1 ag,D1 antag,D1 agonist,Apoferritin bind,TRHR agonist,RXFP1 antag
CCCN1C(=O)C2(C(C(=O)c3ccc(C)o3)=C(O)C(=O)N2CCCN2CCOCC2)c2ccccc21 (stereo not drawn),1,-2,-1,24%,14,2,-17%,-0.3,20
CCc1ccccc1NC(=O)C1CCCN(S(=O)(=O)c2ccc3c(c2)CC(C)N3C(C)=O)C1 (stereo not drawn),-5,1,-1,0.3%,-14,2,-17%,-1.0,·
CCOC(=O)Cn1nnnc1CN(Cc1ccccc1)Cc1cc2cc(CC)ccc2[nH]c1=O,0,-2,-5,6.4%,-39*,2,-14%,-0.2,-16
COC(=O)c1ccccc1NC(=O)c1cccs1,-4,9,9,-0.7%,-10,4,-8%,1.8,-10
CC(C)(C)OC(=O)N1CCN(C(=O)c2nc[nH]c2C(=O)N2CCN(C(=O)OC(C)(C)C)CC2)CC1,-3,-5,-3,1.1%,8,-1,·,-0.3,·
CCOc1ccc(Cn2nnc(C(=O)NCCc3ccc(Cl)cc3)c2N)cc1,-3,1,·,1.0%,-37*,1,-3%,0.0,·
CCOc1ccccc1NC(=O)C1CCCN1S(=O)(=O)c1ccc2nc(-c3ccccc3)[nH]c2c1 (stereo not drawn),4,-2,2,4.3%,13,2,-3%,0.2,-6
C=CCn1cc(/C=N/NC(=O)COc2cccc3cccnc23)c2ccccc21,-3,-5,1,-0.6%,-1,1,-11%,-0.7,3
Cc1noc(Cn2c(=O)c3cc4c(cc3n(CC(=O)Nc3ccc(C(C)C)cc3)c2=O)OCO4)n1,-6,-2,-2,0.3%,3,4,-9%,0.8,-6
CC1CCN(C(=O)COC(=O)COc2ccccc2C#N)CC1,-7,-2,4,2.6%,-7,10,·,-0.3,3
O=[N+]([O-])c1ccc(Sc2cccc3cccnc23)c2cccnc12,-6,8,5,3.5%,8,1,-5%,2.8,-5
CCSc1nc(O)c(C2OC(=O)c3c2ccc(OC)c3OC)c(=O)n1-c1ccccc1 (stereo not drawn),-6,18,-4,-1.8%,-2,2,-4%,0.4,-13
COc1ccc(N2CC(C(=O)OCC(=O)Nc3cc(C)on3)CC2=O)cc1 (stereo not drawn),1,8,-7,1.8%,-9,2,4%,-0.4,-3
COc1ccc(Cn2c(=S)[nH]c3cc(C(=O)NCc4cccnc4)ccc3c2=O)cc1,1,2,-3,3.5%,10,3,-8%,0.6,0
N#Cc1ccsc1NC(=O)CN1CCN(c2ccccc2)CC1,1,-24,-4,-1.4%,11,2,-7%,0.2,0
O=C(CCNC(=O)c1ccc(Cl)cc1)NCC(c1ccco1)N1CCCCC1 (stereo not drawn),1,-16,-8,-0.1%,13,1,·,0.5,-9
Cc1cc(C)c(C)c(S(=O)(=O)NCc2ccc(C(=O)N3CCCCC3)cc2)c1C,3,29,0,2.7%,-15,1,-5%,0.1,-5
CC(C)Oc1cccc(C(=O)C2CCCN(C(=O)c3ccnn3C)C2)c1 (stereo not drawn),-1,1,10,-1.4%,0,2,-12%,-0.1,2
O=C(O)CCc1ccc(-c2ccc(Br)cc2)n1-c1ccc(O)cc1,0,2,0,21%,2,0,-10%,-0.8,14
Cc1[nH]c2ccc(C(C)C)cc2c1CC(=O)O,-13,0,-1,0.0%,8,2,-7%,-0.3,-10
CCOC(=O)c1ccc(CN(Cc2ccc(Br)cc2)S(=O)(=O)c2cccc(C(F)(F)F)c2)cc1,0,16,-1,-4.1%,-7,17,4%,4.1,-1
CCCCNC(=O)CSc1nc2ccccc2c(=O)n1CCNC(C)=O,7,2,4,0.1%,22,3,-5%,0.3,11
O=C1CSCN1c1cc(Cl)ccc1Cl,1,0,17,3.3%,1,5,?,-1.7,-21
O=C(Nc1ccn(Cc2ccccc2)n1)c1ccc(F)cc1,-5,·,-6,1.4%,5,3,-15%,-1.6,2
COc1ccc(C(=O)Oc2cc(C)[nH]c(=O)c2[N+](=O)[O-])cc1,8,3,1,0.8%,25,-1,3%,-0.1,·

# The final 3 entries of the section before come first, to join the parts.
SMILES,TRHR enhancer,D2 PAM,D1 PAM,RXFP1 ag,D1 antag,D1 agonist,Apoferritin bind,TRHR agonist,RXFP1 antag
O=C1CSCN1c1cc(Cl)ccc1Cl,1,0,17,3.3%,1,5,?,-1.7,-21
O=C(Nc1ccn(Cc2ccccc2)n1)c1ccc(F)cc1,-5,·,-6,1.4%,5,3,-15%,-1.6,2
COc1ccc(C(=O)Oc2cc(C)[nH]c(=O)c2[N+](=O)[O-])cc1,8,3,1,0.8%,25,-1,3%,-0.1,·
Cc1ccc(-c2c(C(=O)N/N=C/c3ccc(OC(C)C)cc3)nnn2-c2nonc2N)cc1,33*,27,26,0.3%,55,55*,-5%,3.6,-14
Cc1ccc(N2CC(C(=O)Nc3cccnc3)CC2=O)cc1Cl (stereo not drawn),-2,17,-7,2.1%,-20,5,-9%,0.0,-13
CNC(=O)N(O)C1N(/N=C/c2c(F)cccc2Cl)C(=S)SC1(C)C (stereo not drawn),-11,6,-1,-3.4%,-4,1,-8%,0.3,7
CC(=O)c1cccc(NC(=O)/C(=C\c2cccnc2)NC(=O)c2ccc(C)cc2)c1,0,·,-8,1.5%,2,0,1%,-0.4,-17
COc1ccccc1C(=O)N/C(=C/c1ccco1)C(=O)Nc1ccc(C(=O)O)cc1,-5,·,-7,-0.1%,-2,2,-2%,0.2,8
CNC(=O)[C@H](C)[C@@H]1C[C@@]1(C)[C@@H](NC(=O)OCc1ccccc1)c1ccccc1,0,1,2,1.9%,-4,-1,-6%&-5%,-1.6,·
CCOC(=O)c1c(NC(=O)c2cc3n(n2)C(C(F)(F)F)CC(c2ccccc2)N3)sc(C)c1C (stereo not drawn),1,·,1,2.2%,-5,3,-15%,0.6,·
O=C(CSc1cn(Cc2cccc(F)c2)c2ccccc12)NCc1ccc(F)cc1,1,0,-1,-0.4%,19,5,6%,2.1,-6
CCOC(=O)c1cnc2ccc(OC(F)(F)F)cc2c1Nc1ccccc1C(=O)O,-6,18,-4,5.3%,0,-1,-13%,-1.7,·
Cc1ccc(C)c(N2CCN(C(=O)Nc3cn(CC(C)C)c(=O)c4ccccc34)CC2)c1,8,-1,0,1.4%,3,0,-6%,-1.1,·
Cc1ccc(N(CC(=O)Nc2cccc(F)c2)S(=O)(=O)c2cccs2)cc1,1,6,0,2.2%,9,7,41%[activator],1.0,·
CC(=O)Nc1ccc(S(=O)(=O)Nc2ccccc2N2CCOCC2)cc1Cl,-9,-4,8,1.1%,-1,1,-5%,0.5,4
CCc1cc(C(=O)Nc2ccccc2N2CCOCC2)sc1C,-3,-15,2,3.9%,22,2,·,0.0,-12
Cc1ccc(Cl)cc1NC(=O)CC(O)(C(F)(F)F)C(F)(F)F,-8,10,-6,0.0%,-18,13,-3%,3.3,-15
Cc1noc(C)c1C(=O)Nc1sc(C)c(C)c1C#N,0,-6,-12,0.0%,0,3,-7%,0.0,1
COc1ccc(-c2cc(=O)oc3c(C)c(O)ccc23)cc1,-2,0,-5,4.1%,-4,8,25%,0.4,4
CCOc1cc(C(=O)NCc2ccc(-c3nc4ccccc4o3)cc2)cc(OCC)c1OCC,5,-11,1,0.3%,-2,0,3%,0.6,7
COc1ccc(OC)c(NC(=S)N2CCN(C/C=C/c3ccccc3)CC2)c1,2,-10,2,0.3%,17,0,-12%,0.3,-5
CC1(C)CC(=O)C2=C(C1)OC(/N=C/N1CCOCC1)=C(C#N)C2c1ccccc1 (stereo not drawn),-1,1,3,0.0%,-2,0,-18%,-0.3,-2
CCOC(=O)c1ccc(NC(=O)CC2COc3ccccc3O2)cc1 (stereo not drawn),10,-3,1,-0.2%,-30*,0,-13%,0.6,-7
Cc1cc(OCC(=O)N(C)c2c(N)n(Cc3ccccc3)c(=O)[nH]c2=O)c(C(C)C)cc1Cl,-11,-2,-3,-0.1%,2,0,·,0.0,-11
COCCN1C(=O)C(=O)/C(=C(/O)c2ccc(S(=O)(=O)N3CCOCC3)cc2)C1c1cccc([N+](=O)[O-])c1 (stereo not drawn),6,2,1,1.8%,4,1,-2%,0.1,14
COc1cc(S(=O)(=O)Nc2cccc3cn[nH]c23)c(OC)cc1C,-10,-2,3,1.9%,-1,1,-8%,1.0,-2
Cc1nn2c(c1-c1ccccc1)N=C(c1ccco1)CC2c1ccccc1 (stereo not drawn),-1,3,-4,0.4%,13,4,?,0.3,-9
COc1cc(OC)c(NC(=O)N2CCc3cc(S(=O)(=O)N4CCC(C)CC4)ccc32)cc1Cl,17,-7,0,1.4%,-2,3,3%,0.8,8
# More records:
SMILES,TRHR enhancer,D2 PAM,D1 PAM,RXFP1 ag,D1 antag,D1 agonist,Apoferritin bind,TRHR agonist,RXFP1 antag
Cc1nnc(N/N=C\c2ccc(-c3ccccc3[N+](=O)[O-])o2)n1N,-2,-3,3,-0.1%,-2,0,-3%,0.0,8
COc1ccc(NS(=O)(=O)c2cc3c(cc2C)NC(=O)CO3)c(OC)c1,5&-3,-8&3,-10&-2,1.2%&0.4%,-58*!,5&0,-1%&-3%,-0.3&-0.2,3&2
Cc1ccccc1NC(=O)c1ccc2ccccc2c1,1,4,4,1.5%,17,3,-13%,-0.6,-3
O=C(Nc1ccccc1N1CCCC1)c1cccc(S(=O)(=O)N2CCOCC2)c1,-2,8,-8,-1.2%,9,2,·,-0.5,-16
CCN(CC)c1ccc2nc3ccccc3[n+](CC)c2c1,23,6,-1,-17%,9,5,?,-3.6,?
CN(C)c1ccnc(SCc2ccccc2Cl)c1C#N,5,0,-4,4.2%,-14,9,50%[activator],2.0,-3
CCOc1ccccc1-c1nc(CN2CCCC2c2nccs2)c(C)o1 (stereo not drawn),8,0,-3,0.2%,-4,1,-20%,-2.8,-19
COc1cccc(NC(=O)c2ccccc2-c2ccccc2C(=O)O)c1,2,10,-4,-2.5%,1,1,-5%,0.1,4
COc1ccc(-c2nc3cc(NC(=O)c4ccc5c(c4)OCO5)ccc3o2)cc1,5,18,-1,7.6%,-2,4,-9%,2.2,-2
Cc1ccc(NC(=O)Cn2c(=O)n(Cc3nc(-c4ccccc4)no3)c(=O)c3ccccc32)cc1C,-1,-6,0,?,-11,0,-9%,0.0,-1

# Source: PubChem (National Center for Advancing Translational Sciences (NCATS))

# These rows are one share of the data; count on the stated rates, not on these rows.
